TNF death inh: inhibitors of TNF-alpha triggered necroptosis, primary screen, cell-based, Jurkat FADD-/-, single concentration. AID 463075, 2010. activation (protection from cell death), % at 10 µM. 220,000 tested, 0.068% active. Jurkat FADD-/- TNF necroptosis rescue, ATP luminescence, 24 h; 0 = TNF only, 100 = no-TNF cells;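 active means activation, meaning protection from cell death, of at least 50% relative to plate controls; inactive means activation below 50%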;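 further: necroptosis triggered by 40 ng/mL TNF-alpha added together with compound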
PPC-1+TRAIL kill: compounds killing PPC-1 cancer cells with TRAIL present, primary screen, TRAIL potentiator project, ATPLite luminescence, uHTS; AID 1443, 2008; cell killing (% activity), % at 4 µM; PPC-1 cells + TRAIL, ATPLite viability luminescence; 220,000 tested, 0.41% active;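 active means cell killing above 50% in the first pass at 4 µM, then a duplicate retest at 5 µM averaging 50% or more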;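 further: plate controls were cells with TRAIL plus DMSO for no effect and medium-only wells lacking cells for full effect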
Wee1 stabilizer: Wee1 degradation inhibitors, primary screen, cell-based, HeLa, Wee1K328M-luciferase, luminescence | AID 1321, 2008 | reporter increase, % at 5 µM | 220,000 tested, 1.2% active | HeLa Luc-Wee1K328M stability; 100% = proteasome inhibitor MG132 effect | Wee1-like protein kinase (Homo sapiens), P30291;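 active means activation above the mean of all tested compounds plus 3 SD, set per screening run, cut at about 8.8% in these data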;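 further: cells exposed to compound for 20 h before luminescence read; 0% = DMSO alone and 100% = MG132 at 30 µM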
FXIa inh: human FXIa protease inhibitors, primary screen, biochemical, 1536-well. inhibition, % at 5 µM. purified FXIa, Boc-Glu-Ala-Arg-AMC fluorogenic substrate. AID 798, 2007. Coagulation factor XI (Homo sapiens), P03951. 220,000 tested, 0.14% active;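 active means inhibition of at least 40%; inactive means inhibition below 40%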;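 further: fluorescence of freed AMC excited at 355 nm; 0% = enzyme without compound and 100% = no enzyme blank; many of its hits are not listed in these tables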
Target sequence (P03951 19-387 limits assumed): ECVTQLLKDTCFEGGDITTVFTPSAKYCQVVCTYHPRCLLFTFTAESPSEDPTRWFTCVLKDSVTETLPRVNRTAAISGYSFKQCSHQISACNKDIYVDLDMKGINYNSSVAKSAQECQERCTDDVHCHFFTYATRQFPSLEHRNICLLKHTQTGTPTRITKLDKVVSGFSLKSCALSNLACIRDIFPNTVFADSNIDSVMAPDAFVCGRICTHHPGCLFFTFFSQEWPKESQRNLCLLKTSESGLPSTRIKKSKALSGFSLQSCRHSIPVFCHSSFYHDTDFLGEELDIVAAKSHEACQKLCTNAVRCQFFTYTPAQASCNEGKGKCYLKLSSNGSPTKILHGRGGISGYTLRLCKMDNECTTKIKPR
Target sequence (P03951 388-625 limits assumed): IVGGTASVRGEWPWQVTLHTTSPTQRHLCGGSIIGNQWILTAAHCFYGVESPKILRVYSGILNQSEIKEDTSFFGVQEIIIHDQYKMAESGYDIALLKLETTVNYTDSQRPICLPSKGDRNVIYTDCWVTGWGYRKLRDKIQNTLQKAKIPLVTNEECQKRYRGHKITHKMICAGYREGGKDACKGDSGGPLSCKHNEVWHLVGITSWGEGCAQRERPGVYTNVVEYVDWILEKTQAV
EP2 antag: human EP2 receptor antagonists, primary screen, TR-FRET cAMP, C6 glioma cells; AID 1422, 2008; inhibition, % at 25 µM; C6 glioma cells expressing human EP2; cells stimulated with saturating PGE2; Prostaglandin E2 receptor EP2 subtype (Homo sapiens), P43116; 260,000 tested, 0.52% active;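 active means percent inhibition above 40 after rounding to a whole number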;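 further: rat C6 glioma host cells with rolipram phosphodiesterase inhibitor present; the protocol text gives 20 µM as final concentration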
Target sequence (P43116 whole entry, looked up): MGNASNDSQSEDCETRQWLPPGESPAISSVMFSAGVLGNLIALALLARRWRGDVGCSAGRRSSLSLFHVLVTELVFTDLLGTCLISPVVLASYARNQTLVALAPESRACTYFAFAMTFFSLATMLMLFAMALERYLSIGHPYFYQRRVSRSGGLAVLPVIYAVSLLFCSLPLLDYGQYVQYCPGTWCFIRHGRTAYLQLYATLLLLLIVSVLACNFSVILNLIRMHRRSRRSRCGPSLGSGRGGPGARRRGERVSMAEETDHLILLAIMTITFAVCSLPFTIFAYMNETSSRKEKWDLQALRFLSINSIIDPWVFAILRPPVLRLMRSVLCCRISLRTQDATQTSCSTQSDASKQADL
FXIIa inh 1536: human FXIIa protease inhibitors, primary screen, biochemical, 1536-well; 220,000 tested, 0.3% active; purified FXIIa, Boc-QGR-AMC fluorogenic substrate, 2 h; inhibition, % at 5 µM; in the data active means inhibition above about 40%;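 further: 0% = enzyme with no compound and 100% = blank without enzyme; many of its hits are not listed in these tables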
Tb hexokinase: Trypanosoma brucei hexokinase 1 inhibitors, primary screen, biochemical, G6PDH-coupled NADH absorbance, MLSCN library. hexokinase 1 [Trypanosoma brucei]. 220,000 tested, 0.11% active. recombinant TbHK1, G6PDH-coupled NADH A340. AID 1430, 2008. inhibition, % at 10 µM;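 active means inhibition of 50% or more in the single-dose primary screen; inactive means inhibition below 50%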
L929 necroptosis: inhibitors of zVAD-triggered necroptosis, primary screen, L929 cells; L929 zVAD necroptosis rescue, ATP luminescence, 24 h; with zVAD 60 µM; viability rescue, % at 10 µM; 220,000 tested, 0.38% active; AID 1377, 2008;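 active means activation, scaled between plate controls, above about 75%, limit read from the data; inactive means activation under that limit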;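 further: 0% = zVAD with DMSO and 100% = DMSO alone without zVAD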
CHOP inhibitor: inhibitors of CHOP promoter induction, primary screen, cell-based, unfolded protein response, luciferase reporter. CHO-K1 CHOP-promoter luciferase, tunicamycin-induced, 15-18 h. inhibition, % at 10 µM. 220,000 tested, 3.8% active;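 active means compounds that reduced the stress-induced luciferase reporter signal by more than about 70% of percent inhibition, limit read from the data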;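 further: 0% = tunicamycin plus vehicle and 100% = wells without tunicamycin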
Numbers without * were called inactive; nt = not tested or not shown. This is a subset; count on the stated rates, not on these rows.

SMILES | TNF death inh | PPC-1+TRAIL kill | Wee1 stabilizer | FXIa inh | EP2 antag | FXIIa inh 1536 | Tb hexokinase | L929 necroptosis | CHOP inhibitor
CCCCOC(=O)Cn1c(=O)oc2ccc(C)cc21 | -3.4 | 6 | 2 | -4 | 11 | 4 | -1 | 0.3 | 14
COc1cccc(-c2nc(=S)c3c(n2CCCO)CCCC3)c1 | -0.5 | -6 | -3 | -3 | 3 | 2 | -53 | 1.2 | -9
CCN(CCO)Cc1csc2ccc(C(C)(C)C)cc12 | 2.9 | -5 | 1 | 15 | 4 | 21 | 2 | 1.6 | 26
CS(=O)(=O)Nc1ccc(N2CCN(c3ccc(C(F)(F)F)cn3)CC2)nc1 | -3.1 | 8 | -3 | -5 | 11 | 3 | 6 | 3.4 | 28
Cc1cccc(N(C(=O)c2nsc(Cl)c2Cl)C(C(=O)NC2CCCC2)c2ccc(O)cc2)c1C (stereo not given) | 2.5 | 4 | 3 | 6 | 11 | 11 | 11 | 0.0 | 25
CC(C)C(=O)NC(=S)Nc1ccccc1F | -3.2 | 8 | 0 | 4 | 10 | -3 | 2 | -0.3 | 13
OCC1OC(n2nc3ccccc3n2)C(O)C(O)C1O (stereo not given) | 0.6 | 10 | 1 | 4 | 6 | 10 | 7 | 3.3 | -12
CCCCN1CCCC1CNC(=O)c1cc(C#N)c2ccccc2c1OC (stereo not given) | nt | 3 | 0 | nt | 23 | nt | nt | nt | 21
O=C(O)CCCN1C(=O)/C(=C/C=C/c2ccco2)SC1=S | -2.5 | 30 | 1 | 5 | 11 | 6 | 0 | -1.3 | 15
Cc1cc(C)cc(NC(=O)CSCc2nc3c(nnn3Cc3ccc(F)cc3)c(=O)[nH]2)c1 | 0.0 | nt | 0 | nt | 6 | nt | 3 | -1.1 | nt
CN(C)CCN=Cc1c(O)n(Cc2ccc3c(c2)OCO3)c(=O)c2ccccc12 | 6.5 | 17 | 0 | -2 | 5 | 6 | -12 | -0.1 | 6
Cc1c(C(=O)Nc2ccc(Cl)cc2)c2ccccn2c1CCc1ccncc1 | -1.8 | 11 | 3 | 21 | 11 | 22 | -16 | 1.3 | 24

Three records picked at random from the list so far, as already listed:
SMILES | TNF death inh | PPC-1+TRAIL kill | Wee1 stabilizer | FXIa inh | EP2 antag | FXIIa inh 1536 | Tb hexokinase | L929 necroptosis | CHOP inhibitor
OCC1OC(n2nc3ccccc3n2)C(O)C(O)C1O (stereo not given) | 0.6 | 10 | 1 | 4 | 6 | 10 | 7 | 3.3 | -12
O=C(O)CCCN1C(=O)/C(=C/C=C/c2ccco2)SC1=S | -2.5 | 30 | 1 | 5 | 11 | 6 | 0 | -1.3 | 15
COc1cccc(-c2nc(=S)c3c(n2CCCO)CCCC3)c1 | -0.5 | -6 | -3 | -3 | 3 | 2 | -53 | 1.2 | -9

(more compounds)
SMILES | TNF death inh | PPC-1+TRAIL kill | Wee1 stabilizer | FXIa inh | EP2 antag | FXIIa inh 1536 | Tb hexokinase | L929 necroptosis | CHOP inhibitor
COc1ccc(OC)c(S(=O)(=O)N2CCN(C)CC2)c1 | 1.3 | 15 | 0 | 4 | 3 | 18 | -1 | -0.6 | -6
CCOC(=O)C1CCN(c2c(NCCN(CC)c3ccccc3)c(=O)c2=O)CC1 | 6.5 | 6 | 2 | 6 | 6 | 9 | -6 | 0.0 | -7
COc1ccc(NC(=O)c2cccnc2)c(OC)c1 | 0.1 | 24 | -3 | -8 | 4 | 14 | -5 | 0.8 | 30
C=CCSc1nc(Oc2ccccc2)c2sccc2n1 | -4.9 | -2 | -2 | 1 | 8 | 15 | 3 | 0.2 | 72*
c1ccc(CNc2ncnc3c2ncn3C2CCCCO2)cc1 (stereo not given) | 0.4 | 4 | 1 | 2 | 8 | 4 | -1 | 0.8 | -23
Cn1cc(Br)c(C(=O)N/N=C/c2cccc(OC3CSC3)c2)n1 | 0.5 | 10 | 2 | -3 | 13 | -1 | -6 | 0.2 | -29
Oc1ccc(C2=Nn3c(nnc3-c3ccco3)SC2)cc1O | -9.8 | 2 | 0 | 6 | nt | 15 | -27 | 18 | 6
O=C(Nc1ccccc1)N1CCCC(CNS(=O)(=O)Cc2ccccc2)C1 (stereo not given) | 2.1 | -20 | -2 | -5 | 8 | 5 | 1 | 7.1 | 7
COC(=O)c1c(C#N)c(N)nc2c1CCC2 | 4.2 | -3 | 1 | -9 | 27 | 5 | -2 | -0.2 | 16
CC(C)c1ccc(NC(=O)C(c2ccccc2)N2CCN(C(=O)c3ccco3)CC2)cc1 (stereo not given) | 2.0 | -1 | 8 | 3 | 7 | 17 | -3 | -0.4 | 14
c1ccc(C2CNCc3c2ccc2ccccc32)cc1 (stereo not given) | -5.0 | -6 | 1 | 11 | 2 | 19 | 10 | 0.0 | 28
CCC(=O)Nc1ccc(Cl)c(NC(=O)c2cccc(OC)c2)c1 | 2.1 | 18 | -1 | -4 | 6 | -1 | 4 | 0.1 | -5
Cn1nc(C(F)(F)F)c(/C=N/OC(=O)c2ccccc2)c1Sc1ccc(Cl)cc1 | -11 | 7 | 5 | 8 | 14 | 17 | 1 | 0.4 | 44
Clc1ccc(-n2nnnc2-c2ccno2)cc1 | 0.5 | 15 | -2 | -10 | 16 | 3 | -1 | 0.4 | -4
Cc1cccc(C(=O)OC(C)CN2CCN(C)CC2)c1 (stereo not given) | 1.3 | 20 | -2 | 11 | 5 | 13 | 6 | -1.5 | -29
Cc1cc(-c2nn(-c3ccccc3F)cc2CN2CCC(O)CC2)c(C)s1 | 4.0 | -6 | 1 | 2 | 3 | 11 | -11 | 0.4 | 8
Fc1cccc(Cl)c1Cn1nnc2c(-n3ccnc3)ncnc21 | -1.6 | 20 | 5 | -9 | 10 | 4 | 1 | 1.9 | 8
COc1ccc(OCCOC(=O)c2ccc(-n3cnnn3)cc2)cc1 | 1.2 | 2 | -1 | -6 | 4 | 11 | -6 | 0.4 | 25
CC1=CC2CC1C1C(=O)N(c3ccc(S(=O)(=O)Nc4nc(C)cc(C)n4)cc3)C(=O)C21 (stereo not given) | 0.6 | -26 | -2 | 7 | 6 | 0 | 35 | 0.7 | 32
CC(C)COP(=O)(c1ccc(N(C)C)cc1)C(Nc1ccccc1)c1cccnc1 (stereo not given) | 0.4 | 13 | -1 | -5 | 3 | 2 | -6 | 0.7 | -5
CN(C)CCCOc1ccc(Cl)cc1Br | -0.4 | -9 | 1 | 3 | 6 | 13 | -6 | 0.0 | 43
Cc1cc(C)cc(NC(=O)N2CCN(Cc3ccc4c(c3)OCO4)CC2)c1 | 3.4 | -17 | 0 | -2 | 16 | -1 | -11 | 1.9 | 19
O=C(N/N=C/c1ccc(Br)s1)c1cccs1 | 2.5 | 27 | 4 | 4 | 8 | 8 | -69 | 1.7 | -2
CCOc1cc(/C=N\Nc2nc(-c3ccc(C)cc3)c(NC(C)=O)s2)ccc1O | -1.0 | 9 | 8 | 4 | 12 | 11 | -29 | 1.6 | 2
COc1cc(NC(=O)c2ccccc2)c(OC)cc1NC(=O)Cc1cccs1 | 1.4 | 5 | -1 | -1 | 14 | 9 | 2 | 58 | -15
CC(CCc1ccc(O)cc1)NC1C2CC3CC(C2)CC1C3 (stereo not given) | 2.4 | 2 | -1 | 0 | 5 | 6 | 5 | -0.2 | 18
CCOC(=O)c1cc(C(=O)OCC)c(=O)[nH]c1C | 0.7 | 17 | 1 | 7 | 7 | 17 | -12 | nt | 3
Cc1cccc2nc(CSc3nc4ccccc4[nH]3)cn12 | 0.4 | -1 | -3 | 2 | 4 | 3 | 3 | -0.6 | -7
CCN1/C(=C\C=C2\C(=O)N(C)C(=S)N2C)Sc2ccccc21 | -4.7 | -17 | -1 | -5 | 7 | 3 | 0 | 0.5 | 44
Cc1ccc(C(=O)N/C(=C/c2cccc([N+](=O)[O-])c2)C(=O)NCC2CCCO2)cc1 (stereo not given) | -0.1 | 0 | 1 | 6 | 11 | 4 | 6 | -0.9 | -3
O=C(NCc1ccc2c(c1)OCO2)c1cc2ncc(Br)cn2n1 | 0.6 | 6 | -2 | 1 | 18 | 12 | 6 | 1.3 | 7
O=C(NC(=S)NC1CCCCCCCCCCC1)c1cccnc1 | -2.7 | 7 | 5 | -3 | 8 | 4 | -11 | -0.8 | 46
O=S(=O)(/N=S1/CC=CCN1S(=O)(=O)c1ccccc1)c1ccccc1 (stereo not given) | -1.4 | 34 | -1 | 0 | 15 | 17 | -1 | 0.0 | 104*
COc1ccccc1OCCCN1C(=O)C(=O)c2cccc(C)c21 | -1.1 | nt | 5 | 1 | 10 | 10 | -8 | 4.3 | -4
C=CCn1c(C)cc(C(=O)COC(=O)COc2ccccc2C#N)c1C | -2.3 | 0 | -2 | 2 | 7 | 11 | -2 | -0.2 | 5
COCCn1c(C)cc(C2=NNC(=Nc3ccccc3F)SC2)c1C | 1.3 | 37 | -4 | 17 | 3 | 27 | -30 | 0.1 | 70*
C[C@@H]1C(=O)O[C@H]2[C@H]1CC[C@@]1(C)C(=O)C=C[C@@](C)(O)[C@H]21 | -2.6 | 16 | nt | -2 | 9 | 6 | -16 | 0.1 | -12
COc1ccccc1NC(=O)N1CCCC1C(=O)NCc1ccccc1 (stereo not given) | -2.1 | 17 | -1 | -7 | 16 | -3 | -1 | -0.4 | 6
CCOC(=O)C(C)Oc1cccc2c(=O)n(CC(=O)NCc3ccc(F)cc3)ccc12 (stereo not given) | -16 | 6 | 1 | -3 | 5 | 6 | 5 | -1.6 | 20
COc1cc2nc(SCc3c(C)noc3C)n(CCC3=CCCCC3)c(=O)c2cc1OC | -1.7 | 8 | 0 | -5 | 8 | 20 | -15 | -0.2 | 12
Nc1c(O)ccc2c1C(=O)c1ccccc1C2=O | -5.6 | 11 | 2 | -5 | 10 | -3 | -3 | 1.4 | -2
Brc1cccc(/C=N/Nc2nc(N3CCCCC3)nc(N3CCCCC3)n2)c1 | 2.4 | nt | -1 | -4 | 9 | 2 | -4 | 0.8 | -9
N#CC1=CN(Cc2ccccc2)C=C(/C=N/Nc2ccccc2)C1 | 1.7 | -8 | 3 | -3 | 6 | 1 | -2 | -0.3 | 10
CCCN(CCC)S(=O)(=O)c1ccc(NC(=O)Cc2cccs2)cc1 | 1.0 | 7 | 0 | -1 | 8 | 14 | 9 | 0.8 | 61
CC(=O)Nc1ccc(C)c(NS(=O)(=O)c2cccc(C(F)(F)F)c2)c1 | -1.0 | 6 | -1 | -1 | 17 | 7 | -26 | -0.1 | 12
COc1ccc(CCN2C(=O)c3ccncc3C2=O)cc1OC | -0.9 | -7 | -1 | 6 | 23 | 14 | 1 | -0.1 | -20
COC(=O)C1CCN(C(=O)c2sc3nc(-c4ccc(F)cc4)cn3c2C)CC1 | -0.3 | 12 | -1 | -3 | 4 | 7 | -2 | 1.2 | -7
CCc1sc(N(C(=O)Cc2ccccc2)c2ccc(F)cc2)nc1-c1ccccc1 | -2.7 | -9 | 3 | -3 | 18 | -1 | -2 | -0.8 | -7
Cc1cccc(-n2cnc(C(=O)N3CCN(C)CC3)c2)n1 | -0.3 | 0 | 0 | 0 | 4 | 8 | 3 | 0.4 | -13

Screens from PubChem BioAssay.
